# Compound activity deposited in PubChem by several laboratories.
# NSD2 inh – blocks human histone methyltransferase NSD2; NSD2 peptide methylation, AlphaScreen, 120 min; inhibition, % at 12.5 µM; 0.54% of 310,000 active; in the data active = inhibition above about 50%
# dFosB activator – activators of mouse delta FosB homodimer; P13346; purified delta FosB, TAMRA-CDK5 oligo fluorescence polarization; percent of positive-control signal above neutral wells; activation, % at 25 µM; 0.99% of 340,000 active; AID 493131;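 active = mean activation above about 17%, with every replicate also reaching it, limit read from the data, passing the limit was not always enough; inconclusive = only one of the two conditions met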;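 note: fluorescence polarization rise as delta FosB binds a TAMRA Cdk5 AP-1 oligo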
# CDK5 inh – CDK5/p35 (human) kinase inhibition. Q00535+Q15078. 0.01% of 330,000 active. AID 488839. Recombinant CDK5/p35, ADP-Glo luminescence, 60 min. inhibition, % at 10 µM;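 active = highest replicate inhibition of at least 50% and at least 75% of replicates reaching 50%; inconclusive = only one of the two criteria met; inactive = both criteria failed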;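 note: plate controls were DMSO neutral control for no effect and GW8510 at 10 µM for full effect; many of its hits are not listed in these tables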
# Target sequence (Q00535 whole entry, looked up): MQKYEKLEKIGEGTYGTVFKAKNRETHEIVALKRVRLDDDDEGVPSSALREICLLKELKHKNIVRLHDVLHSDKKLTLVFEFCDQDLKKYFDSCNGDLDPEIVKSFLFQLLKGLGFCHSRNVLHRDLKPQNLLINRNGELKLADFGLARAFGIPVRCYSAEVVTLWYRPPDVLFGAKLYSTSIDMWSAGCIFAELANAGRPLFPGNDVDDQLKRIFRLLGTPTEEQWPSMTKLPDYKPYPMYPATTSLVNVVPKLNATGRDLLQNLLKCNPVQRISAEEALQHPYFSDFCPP
# Target sequence (Q15078 whole entry, looked up): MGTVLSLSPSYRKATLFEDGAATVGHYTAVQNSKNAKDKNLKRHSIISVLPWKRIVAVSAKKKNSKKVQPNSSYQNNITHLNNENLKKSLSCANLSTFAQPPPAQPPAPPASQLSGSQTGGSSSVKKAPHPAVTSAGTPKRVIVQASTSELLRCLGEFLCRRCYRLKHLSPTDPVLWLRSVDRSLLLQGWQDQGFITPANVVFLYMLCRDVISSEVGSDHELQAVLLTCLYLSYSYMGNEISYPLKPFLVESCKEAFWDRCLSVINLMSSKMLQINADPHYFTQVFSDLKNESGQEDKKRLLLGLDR
# HTR5A inv ag – counter-screen for OPRM1-OPRD1 inverse agonists: human HTR5A inverse agonism | HTR5A cell line, luminescence | AID 504634 | P47898 | inhibition, % at 9.3 µM | 0.083% of 340,000 active; in the data active = inhibition mostly above about 23%, no sharp cut-off; inactive = mostly below about 18%;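 note: 0% = cells with DMSO and 100% = no-cell wells with DMSO; some compounds called inactive have numbers as strong as hits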
# Target sequence (P47898 whole entry, looked up): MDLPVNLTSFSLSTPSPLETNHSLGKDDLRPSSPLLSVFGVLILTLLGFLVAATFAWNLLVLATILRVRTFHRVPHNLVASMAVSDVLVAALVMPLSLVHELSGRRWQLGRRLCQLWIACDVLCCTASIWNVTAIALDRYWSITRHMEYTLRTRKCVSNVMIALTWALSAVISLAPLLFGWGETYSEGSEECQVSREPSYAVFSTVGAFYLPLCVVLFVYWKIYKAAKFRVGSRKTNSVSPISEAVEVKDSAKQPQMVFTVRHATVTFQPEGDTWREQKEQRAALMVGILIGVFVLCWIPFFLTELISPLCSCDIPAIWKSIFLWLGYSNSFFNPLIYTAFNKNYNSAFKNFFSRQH
# Wnt act – Wnt/beta-catenin pathway activation; Wnt/beta-catenin reporter cell assay, activator, plate reader; activation, % at 9.35 µM; 1.2% of 300,000 active; AID 743398; in the data active = activation above about 30%, passing the limit was not always enough; inconclusive = no clear call, values can overlap the other calls;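 note: 0% = neutral control wells and 100% = positive control wells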
# HTR5A ag – activates human HTR5A in OPRM1-OPRD1 agonist counter-screen | HTR5A agonist assay, luminescence, cell-based | P47898 | AID 504692 | activation, % at 9.3 µM | 0.61% of 340,000 active; in the data active = activation mostly above about 9.5%, no sharp cut-off; inactive = mostly below about 7.6%;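 note: 0% = cells with vehicle only and 100% = reference agonist; strong numbers were not always called active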
# V-ATPase pH – alters yeast V-ATPase proton transport | S. cerevisiae, pHLuorin cytosolic pH fluorescence | response, % at 10 µM | 0.37% of 350,000 active | AID 504577; in the data active = response mostly above about 7.3%, no sharp cut-off; inactive = mostly below about 5.4%; note: actives read high; inactives centre near 0; some compounds called inactive have numbers as strong as hits; reference of the scale not given here
# MITF TRPM1 HTS – MITF TRPM1 promoter activation in melanoma cells; 0.75% of 300,000 active; AID 588334; activation, % at 12.5 µM; SK-MEL-5 TRPM1-promoter luciferase, 24 h; % of positive control, neutral wells = 0;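 active = mean activation of at least 80% with every replicate also reaching 80%; inconclusive = mean reaches 80% but some replicate falls short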;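 note: 0% = neutral control wells and 100% = parthenolide positive control wells; values of inactives mirror those of a sister screen read the other way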
# SR-BI DiI inh – blocks mouse SR-BI lipid uptake from DiI-HDL; Q61009; ldlA[mSR-BI] CHO cells, DiI-HDL uptake fluorescence, 3 h; inhibition, % at 12.5 µM; 0.96% of 320,000 active; AID 488896;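 active = mean replicate inhibition of at least 70% and a set share of replicates each scoring 70 or more; inconclusive = meets just one of the two criteria; inactive = fails both criteria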;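 note: 0% = median of neutral control wells and 100% = median of positive control wells; values of inactives mirror those of a sister screen read the other way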
# PvdQ inh – P. aeruginosa PvdQ acylase inhibition; inhibition, % at 10 µM; 0.063% of 340,000 active; purified PvdQ acylase, fluorescence plate reader; in the data active = inhibition above about 30%, passing the limit was not always enough; inconclusive = no clear call, values can overlap the other calls;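 note: 0% = vehicle neutral wells and 100% = reference inhibitor wells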
# An asterisk follows results filed as active; u = inconclusive; x = no result given. Compounds as they come (roughly 5% active in at least one column).
SMILES,NSD2 inh,dFosB activator,CDK5 inh,HTR5A inv ag,Wnt act,HTR5A ag,V-ATPase pH,MITF TRPM1 HTS,SR-BI DiI inh,PvdQ inh
Nc1ccc(S(=O)(=O)Nc2cc(Cl)c(N)c(Cl)c2)cc1,-4,-7,1.6,0,-1,0,-6,3,0,-2
O=C(OCCCOC(=O)c1cc[n+]([O-])cc1)c1cc[n+]([O-])cc1,0,-10,1.2,-6,0,0,3,-10,-23,13
Cc1cc(Sc2nc(N(C)C)nc(N(C)C)n2)nc(Cl)n1,-9,-2,-0.3,-11,3,4,-5,3,41,-15
Cc1ccsc1/C=C1\Oc2cc(OCC(=O)c3ccccc3)ccc2C1=O,3,3,-4.0,-8,5,2,0,10,1,-2
CCCCn1c(SCC(=O)Nc2cc(C(F)(F)F)ccc2Cl)nnc1C(CC)N(C)C (centres undefined),18,-7,-3.0,15,-4,-1,3,-5,-10,-4
O=C(CCCn1c(=S)[nH]c2ccc(Br)cc2c1=O)N1CCN(c2ccccn2)CC1,0,-5,6.9,-6,0,0,3,6,19,7
N#CCc1ccc(OC(=O)c2cnccc2C(F)(F)F)cc1,-2,2,0.2,-1,2,0,0,-5,-2,-16
CCC(CO)NCc1ccccc1OC(C)C (centres undefined),1,0,0.6,14,0,1,0,18,x,-5
O=C(NNC(=O)c1cc2ccccc2cc1O)Nc1ccc(F)cc1F,0,30*,-0.3,-16,-1,1,-3,-4,39,-2
O=C(CN(C(=O)c1csnn1)c1ccc(F)c(Cl)c1)NC1CCCCC1,88*,-4,-0.6,1,-1,-1,0,3,3,-8
CCOc1ccc(C(=O)NCC(=O)OCc2csc(-c3ccccc3)n2)cc1,-1,-10,-1.3,11,9,-4,1,22,-3,0
COCCCNC(=O)CC(NS(=O)(=O)c1ccc(Cl)cc1)c1ccco1 (centres undefined),-2,-5,-1.1,14,2,-2,-4,4,-16,5
CN1CCN(C(=O)c2ccc(CS(=O)Cc3ccc(Cl)cc3)o2)CC1 (centres undefined),x,1,0.2,15,-3,0,2,3,-17,-3
COc1cc(-c2nc3ccccn3c2N)ccc1O,3,-3,1.7,2,0,-1,2,-1,-7,2
COC(=O)c1cc(C(=O)OC)n(Cc2ccc(F)cc2)n1,-7,-1,-1.3,16,x,-3,-1,-3,-10,-16
COC(=O)c1ccc(=O)n(Cc2ccc3c(c2)OCO3)c1,-3,6,1.6,-4,0,2,-1,-11,18,7
COc1cc(N=c2oc3c(C)ncc(CO)c3cc2C(N)=O)cc(OC)c1OC,-2,-19,0.7,1,-1,0,-3,3,x,-7
Cc1ccc(C)c(NC(=O)CSc2ccc(S(=O)(=O)N3CCCC3)cn2)c1,1,-14,-6.7,6,-2,-2,2,3,-9,-12
Cc1ccc(C(=O)C(C)OC(=O)C2CCN(c3ccc(C(F)(F)F)cn3)CC2)cc1C (centres undefined),0,-5,1.8,6,0,-2,1,16,42,-17
Cc1cc(C)c(C(=O)COC(=O)c2cc([N+](=O)[O-])ccc2N2CCOCC2)cc1C,0,-5,2.1,0,-1,0,3,21,79*,-8
Cc1cccc(OCCn2nc(C(=O)O)c3ccccc3c2=O)c1,1,-15,-0.9,5,-2,-2,-1,x,-5,-5
O=C(Nc1ccccc1O)c1ccc(NS(=O)(=O)c2cccc3cccnc23)cc1,x,-6,0.4,11,u,-4,-1,-41,1,-7
COc1ccccc1C1C(C(C)=O)=C(O)C(=O)N1CCc1ccccc1 (centres undefined),-10,-3,-0.9,-19,8,7,0,x,-24,7
CCOC(=O)N1CCN(S(=O)(=O)c2ccc(C(=O)N(CCCN(C)C)c3nc4ccc(OC)cc4s3)cc2)CC1,5,-2,3.9,-1,-1,0,4,7,3,6
Cc1c(C(=O)NCc2ccc(F)cc2)oc2ccc(S(=O)(=O)N3CCOCC3)cc12,x,-13,1.2,-7,-3,2,-6,10,x,-9
Cc1cccc(NC(=O)c2ccc3nccnc3c2)c1C,-2,-2,0.4,-4,-1,1,3,6,-3,6
CCCC(=O)c1c[nH]c(C(=O)NCCCN2CCOCC2)c1,2,0,-0.6,-2,x,2,0,0,10,6
C/C=C/c1ccc(OCC(O)CNCC(c2ccc(OC)cc2)N(C)C)c(OC)c1 (centres undefined),2,-9,0.6,11,1,-3,-2,-2,0,-12
CCN(CC(=O)NCCc1ccc(S(N)(=O)=O)cc1)Cc1ccccc1,0,-4,-1.0,-13,3,2,8,11,-14,10
c1ccc(-c2ccc3sccc3n2)cc1,x,0,1.0,0,48*,2,-9,116*,-2,-12
C=CCn1c(NC(=O)c2ccc(C)cc2)nc2ccccc21,3,3,-1.0,-1,9,0,-1,x,18,6
C/C(=N\N(Cc1ccccc1)c1ccccc1)c1cccnc1,6,-6,-2.8,-12,0,4,2,-6,-10,-5
O=C(Cc1c[nH]c2ccccc12)NCc1ccc(Cl)cc1Cl,-1,-3,1.0,21,x,-8,-1,12,-37,-9
CCN(CC)CCNC(=O)C1(c2ccccc2)CCCCC1,x,-1,1.9,-1,-2,0,-4,7,-6,-2
CN(C(=O)c1ccc(NC(=O)C2CCCN(C(=O)OC(C)(C)C)C2)cc1)C1CCCCC1 (centres undefined),x,1,0.0,-15,-3,5,-3,-1,3,-2
CCN(CC)S(=O)(=O)c1cccc(C(=O)N/N=C/c2c(C)nn(-c3ccccc3)c2Cl)c1,26,5,-1.5,1,2,-2,1,4,73*,-6
O=C(O)c1ccc2c(c1)N(Cc1ccccc1F)C(=O)c1ccccc1S2=O (centres undefined),x,3,0.4,-45,-3,16*,-3,-1,x,-5
CC(C)Cn1c(N)c(/C=N/NC(=O)c2ccc(Cl)cc2)c(=O)n(C)c1=O,-3,19*,0.6,-8,1,5,-4,-6,x,-2
Cc1ccc(CNC(=O)c2ccccc2N)cc1,1,0,-3.9,17,x,8,-2,8,-30,-12
O=S(=O)(c1ccc(-c2ccccc2)cc1)N1CCCC1,-4,-10,1.0,-2,-2,4,-1,1,1,-7
CC1CCN(CC(=O)Nc2cccc(Cl)c2)CC1,-2,-11,-1.3,9,2,-3,10,6,-13,-9
COc1cc([N+](=O)[O-])ccc1NC(=O)Nc1ccc2c(c1)OCCO2,-1,-7,5.2,0,5,0,5,38,97*,1
CCn1nc(C)cc1C(=O)NC1CCCc2c1cnn2-c1cc(F)cc(F)c1 (centres undefined),0,-9,-0.5,-22,1,-1,1,11,50,-15
COC(=O)c1cc(NC(=S)Nc2cc(Cl)cc(Cl)c2)cc(C(=O)OC)c1,2,-4,1.0,5,-2,11,-1,8,86*,0
CC(C)(C)S(=O)(=O)/C(C#N)=N/Nc1ccc(S(N)(=O)=O)cc1,0,-2,-0.8,9,0,-3,2,-4,5,5
Cc1cc(Cl)ccc1OCCCC(=O)OCC(=O)Nc1cccc(S(N)(=O)=O)c1,-1,-10,0.0,2,2,4,2,0,2,2
Cc1cccc2cc(CN(Cc3cccnc3)C(=O)c3ccncc3)c(=O)[nH]c12,0,-10,-1.8,-3,-3,2,1,-7,9,1
CSc1ccccc1NC(=O)c1ccoc1C,4,0,-0.3,9,x,4,0,x,15,5
O=C(CCSc1ccccc1)Nc1nnc(-c2cccs2)o1,x,2,1.0,-16,1,5,0,x,4,5
COC(=O)c1sc2nc[nH]c(=O)c2c1C,-2,-3,0.2,-1,x,0,-3,13,-12,-7
Cc1scc(C(=O)N2CCN(S(C)(=O)=O)CC2)c1-c1ccccc1,-4,-4,-0.9,3,x,-1,-3,13,3,-5
Cc1cccc(C(=O)NCCN2CCCC2)c1,-3,3,-1.9,8,x,6,-2,2,-10,-7
CN(CP(=O)(O)CCc1ccccc1)S(C)(=O)=O,-2,3,-1.6,4,-4,1,-3,x,-27,-19
CCOC(=O)c1c(NC(=O)c2cccc(N3C(=O)CCC3=O)c2)sc(C)c1C,9,-4,3.0,-32,x,3,2,x,27,6
N#Cc1ccccc1S(=O)c1ccccc1C(=O)Nc1ccccc1 (centres undefined),1,-5,-0.5,-17,1,6,0,0,-2,7
COc1ccc(CNC(=O)c2ccc(CS(=O)Cc3ccc(Cl)cc3)o2)cc1 (centres undefined),3,-6,0.1,0,-5,5,-1,-8,-2,7
COC(=O)C1=CN(Cc2cccs2)C=C(C(=O)OC)C1c1cccc(OC)c1OC,-2,2,0.0,-15,x,3,1,-10,-1,4
COc1ccc(C(CNC(=O)CCNS(=O)(=O)c2ccc(C)cc2)N2CCOCC2)cc1 (centres undefined),0,-1,1.1,-10,-3,3,4,6,-5,-12
CCNC(=S)N/N=C/c1ccc(C#N)cc1,2,2,0.4,-4,-1,2,-2,5,8,-12
COc1ccc2[nH]c(O)c(N=NC(=O)c3ccc(NS(=O)(=O)c4cccs4)cc3)c2c1,1,-24,1.1,-15,19,-1,-1,41,-10,-15

# The list goes on (2 carried over from the part before).
SMILES,NSD2 inh,dFosB activator,CDK5 inh,HTR5A inv ag,Wnt act,HTR5A ag,V-ATPase pH,MITF TRPM1 HTS,SR-BI DiI inh,PvdQ inh
CCNC(=S)N/N=C/c1ccc(C#N)cc1,2,2,0.4,-4,-1,2,-2,5,8,-12
COc1ccc2[nH]c(O)c(N=NC(=O)c3ccc(NS(=O)(=O)c4cccs4)cc3)c2c1,1,-24,1.1,-15,19,-1,-1,41,-10,-15
O=C(Nn1cnnc1)c1ccc([N+](=O)[O-])cc1,3,-2,-0.1,5,0,10,-6,2,16,-2
Cc1ccc(C(=O)NC(=S)N2CCN(c3cc(C)ccc3C)CC2)cc1,0,-2,1.7,24,0,1,5,-12,33,-16
O=C(N/N=C/c1cccs1)C(=O)N1CCCC1,1,10,1.4,-12,0,5,-1,-1,-10,-5
Cc1nc2c([nH]c3ccccc32)c(=O)n1N,x,4,2.7,x,3,x,1,-5,-20,-14
O=C(Nc1cnn(Cc2ccc(Cl)cc2Cl)c1)c1cc(-c2cccs2)on1,x,3,0.7,-60,x,-1,1,-14,23,6
O=C(c1ccc2c(=O)n(Cc3ccco3)c(=S)[nH]c2c1)N1CCN(c2ccccc2)CC1,x,-1,-1.1,8,x,-3,-1,-14,-39,-6
CCc1ccccc1NC(=O)NCc1ccccn1,-1,-2,0.4,14,0,0,0,-3,-15,-11
O=C1NCCCC1C(=O)Nc1ccccn1 (centres undefined),-1,-7,1.2,-45,-1,-4,1,-1,-3,-4
COc1cc(NC(=O)c2ccc(-c3cccc(F)c3)o2)ccc1NC(=O)c1ccccc1Cl,x,-1,-0.6,-16,-8,6,-4,-4,69,5
O=C(Cc1cccs1)Nc1nc2c(ccc3ccccc32)s1,0,0,0.6,6,x,-2,-2,-7,68,-6
Cn1c(=O)c2c([nH]c(OCc3ccc(Cl)cc3Cl)[n+]2Cc2ccc(F)cc2)n(C)c1=O,-1,2,1.4,8,-16,-2,5,x,3,-8
CCCOc1ccc(N2CC(C(=O)NCCc3ccc(OC)c(OC)c3)CC2=O)cc1 (centres undefined),-1,-12,-2.5,6,-1,9,-3,-11,54,-18
O=c1c2cccnc2n(-c2ccccc2)n1Cc1ccc(Cl)cc1,-3,0,0.1,-5,-1,2,-3,-9,-6,-15
CCOC(=O)CCNC(=O)c1ccc2nc(C3CCCCC3)oc2c1,-2,-7,-0.2,8,2,-2,-3,3,1,-11
